# Assay outcomes deposited in PubChem BioAssay by National Center for Advancing Translational Sciences (NCATS).
# GAA inh – inhibitors of human lysosomal alpha-glucosidase; P10253; purified human GAA, 4-MU-alpha-glucoside fluorescence; Potency, µM (highest dose often 76.9 µM), inactives show top-dose activity change, negative = inhibition, most hits filed as inhibitors; 200,000 tested, 0.005% active;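 note: potency is the fitted concentration of half-maximal effect; plate controls were uninhibited enzyme wells for no effect and no-enzyme background for full effect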
#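 Activity normalized between no-enzyme (basal) and enzyme-only wells. Conditions: 4 nM human enzyme, 400 uM fluorogenic substrate, citrate/phosphate pH 5.0 with Tween-20, 20 min room temperature, compounds up to 77 uM.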
# Lamin A splicing – modulators of lamin A splicing. 200,000 tested, 0.01% active. AID 1487. Potency, µM (titrated, usually from 46.1 µM), for inactives: top-dose ratio change, negative = inhibition, most hits filed as inhibitors. HeLa LMNA splicing GFP/RFP minigene ratio, 48 h; active = well fitted inhibition curve with a large enough effect in the signal ratio, with a control signal flat, not every such curve was filed as active; inconclusive = small, poorly fitted or top-dose-only effect, or effect the other way, or a change in a side signal; the % refers to the signal ratio; note: potency is the fitted concentration of half-maximal effect; % is set by controls: 0 for no effect and ±100 for the full control effect
#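 S3 HeLa cells stably expressing lamin A-EGFP splicing minigene plus DsRed2, 600 cells/well, 48 h compound exposure at 37C. Laser-scanning cytometry; analysed as GFP (500-530 nm)/RFP (575-640 nm) total intensity ratio; 0.5% DMSO vehicle.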
# aGlu spleen mod – lysosomal alpha-glucosidase (human) modulation; human spleen homogenate, 4-MU-alpha-glucoside fluorescence; P10253; AID 2112; Potency, µM (titrated, usually from 79.9 µM), for inactives: top-dose activity change, negative = inhibition, hits mostly inhibitors; 240,000 tested, 0.006% active;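 note: potency is the fitted concentration of half-maximal effect; 0% = enzyme with vehicle and -100% = no enzyme basal signal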
#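 Human spleen homogenate (1 ug) incubated with compounds and 1 mM 4-methylumbelliferyl-alpha-D-glucopyranoside in pH 5.0 citrate/phosphate buffer, 37 C, 40 min. Stopped at pH 10; 4-MU fluorescence (Ex 365/Em 440 nm); AC50 by Hill fit.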
# HTT aggregate – inhibitors of mutant huntingtin aggregate formation in PC12 cells | 220,000 tested, 1.1% active | PC12 HttQ103-GFP aggregates, Acumen cytometry, 40 h | Potency, µM (highest dose often 46.1 µM), without a hit: at the highest dose activity change, negative = inhibition, actives largely listed as inhibitors; note: potency is the fitted concentration of half-maximal effect; % is set by controls: 0 for no effect and ±100 for the full control effect; nearly all actives have a fitted effect of over 60% in size
#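 Aggregates are detected as GFP objects 1–25 µm with signal 6 STDEV over background in lysates of induced PC12 cells. These carry Huntingtin exon 1 with 103 glutamines fused to GFP under an ecdysone promoter; compounds titrated.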
# GAA glycogen – GAA glycogen-cleavage inhibition or activation. 300,000 tested, 0.38% active. AID 2100. Potency, µM (highest dose often 76.4 µM), for inactives: at the top dose activity change, negative = inhibition, most hits filed as inhibitors. P10253. recombinant GAA, glycogen substrate, Amplex Red glucose oxidase fluorescence;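 note: potency is the fitted concentration of half-maximal effect; 0% = full enzyme reaction and -100% = no-enzyme basal signal; the screen sought inhibitors and activators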
#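 Recombinant human enzyme (4 nM); glycogen substrate; 37 C, 40 min, pH 5.0. Readout: coupled glucose oxidase/Amplex Red fluorescence.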
# HTT cytoprotect – cytoprotection in Huntington HTT-Q103 PC12 cell model. PC12 HTT-Q103 induced, cytoprotection, ATP luminescence, 40 h. Potency, µM (titrated, usually from 56.4 µM), without a hit: cytoprotection (ATP increase), most hits filed as activators. 230,000 tested, 0.14% active;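 note: potency is the fitted concentration of half-maximal effect; % of control where 0% means no effect; nearly all actives have a fitted effect of over 45% in size; toxic huntingtin expression switched on by the ecdysone agonist tebufenozide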
#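 ATP quantification (ATPlite) reports survival of PC12 cells in which tebufenozide, 100 nM final, switches on Htt exon 1 with 103 glutamines linked to GFP; compounds are titrated.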
# CBFb-RUNX1 inh – CBF-beta/RUNX1 interaction disruption | Q01196+Q13951 | AlphaScreen CBFb-His/RUNX1-biotin binding, biochemical | Potency, µM (highest dose often 59.8 µM), for the others: at the top dose activity, negative = inhibition, actives largely listed as inhibitors | 230,000 tested, under 10 active; note: % of control where 0% means no effect
# Target sequence (Q01196 whole entry, looked up): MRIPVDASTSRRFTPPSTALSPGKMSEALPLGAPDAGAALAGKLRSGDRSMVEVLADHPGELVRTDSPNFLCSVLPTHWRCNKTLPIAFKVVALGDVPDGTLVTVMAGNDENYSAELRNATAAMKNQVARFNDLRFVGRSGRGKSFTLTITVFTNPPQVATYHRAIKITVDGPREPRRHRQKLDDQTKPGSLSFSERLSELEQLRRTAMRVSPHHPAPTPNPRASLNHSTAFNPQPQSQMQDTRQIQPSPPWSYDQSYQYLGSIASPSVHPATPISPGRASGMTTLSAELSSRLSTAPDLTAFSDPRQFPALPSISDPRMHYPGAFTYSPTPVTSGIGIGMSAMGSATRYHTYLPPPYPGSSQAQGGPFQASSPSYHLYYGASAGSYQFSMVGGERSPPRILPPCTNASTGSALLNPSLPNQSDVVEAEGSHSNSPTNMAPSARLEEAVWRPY
# Target sequence (Q13951 whole entry, looked up): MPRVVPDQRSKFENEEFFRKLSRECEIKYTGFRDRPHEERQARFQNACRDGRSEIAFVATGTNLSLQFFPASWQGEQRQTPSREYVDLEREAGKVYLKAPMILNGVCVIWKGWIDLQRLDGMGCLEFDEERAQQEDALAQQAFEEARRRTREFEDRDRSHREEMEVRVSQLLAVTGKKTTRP
#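 AlphaScreen proximity signal reports loss of binding between His-tagged CBF-beta and biotin-labelled RUNX1, each at 30 nM. Proteins are pre-associated for 20 minutes, compounds added for 15 minutes, then beads for 90 minutes, all at ambient temperature.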
# * marks the source's active call; other numbers are inactive results; ? = inconclusive; . = no result given; & = joins results of further samples; [ ] = another dose, or the depositor's remark. Unless noted, calls come from the whole dose curve; as a rule, active = well fitted curve in the direction sought with a large enough effect; inconclusive = small, poorly fitted or top-dose-only effect, or another doubt; inactive = no such curve, though single readings can be large; an effect the other way counts as inactive or inconclusive. Not a hit list; 1.5% or so of the library scored in one or more.
entry | smiles | CBFb-RUNX1 inh | aGlu spleen mod | Lamin A splicing | GAA glycogen | HTT cytoprotect | GAA inh | HTT aggregate
1 | CN1CCN(C(=S)Nc2ccc(Cl)cc2)CC1 | 13% | 4% | ? | -4% | -4% | 1% | 4%
2 | Cc1c(Cl)cccc1NC(=O)CSc1ccc(-c2cccnc2)nn1 | -3% | 3% | . | 1% | -46%[inhibitor] | ? | -5%
3 | O=C(O)CCCCCNC(=O)/C=C/c1ccco1 | 2% | -1% | 24%[46 µM] | -11% | -8%[10 µM] | 2% | -12%[9.22 µM]
4 | Cc1cc(=O)oc(C)c1C(=O)NCCN(C)Cc1ccccc1 | 4% | 2% | . | -10% | 2% | 8% | -7%
5 | Cc1c(C(=O)c2ccc(Cl)cc2[N+](=O)[O-])c2ccccn2c1CCC#N | 6% | -1% | ? | -3% | . | -8% | -9%
6 | CCOc1cccc(C(=O)Nc2nccs2)c1 | 7% | 4% | -3% | -13% | 10%[1.9 µM] | -4% | 1%
7 | O=C(CN1CCN(c2ccc(C(F)(F)F)cn2)CC1)Nc1ccc2c(c1)OCO2 | 15% | -4% | . | 10% | 8%[10 µM] | . | 24%[9.22 µM]
8 | O=C(NCCCN1CCCC1=O)c1cc(=O)c2ccccc2o1 | -7% | -3% | -6% | 6% | 7%[10 µM] | 4% | 6%
9 | COCCCNc1ncnc2c1cnn2-c1ccc(C)cc1C | 3% | -9% | -19% | 5% | -22%[0.074 µM] | -9% | -18%
10 | COc1ccc(Cl)cc1NC(=O)CN(C)C1CCCCC1 | 3% | 0% | 9% | -2% | -16% | -13% | -17%
11 | Cc1nonc1CN(C)C(=O)c1ccc(OC2CCN(Cc3ccccn3)CC2)cc1 | -2% | 4% | ? | -6% | -41%[inhibitor] | ? | 2%
12 | Cc1c(C(=O)N(Cc2ccccc2)Cc2cccs2)cnn1-c1ccc(Cl)cc1 | 7% | 4% | . | 0% | 0%[10 µM] | -8% | 13%[9.22 µM]
13 | O=C1NCCCC1C(=O)N/N=C/c1cccc(O)c1 (stereo not drawn) | 16% | -5% | -1% | 6% | ? | -6% | -11%
14 | O=C(CN1CCN(C/C=C/c2ccccc2)CC1)NCc1ccccc1 | 2% | -18% | -6%[46 µM] | -15% | 2% | 8% | 21%
15 | COc1ccc(-c2nc3cnc(N4CCN(C)CC4)nc3n(Cc3cccs3)c2=O)cc1 | . | 7% | ? | . | 9% | . | .
16 | CCOc1ccccc1NC(=O)Cn1c(=O)n(-c2ccc(OC)cc2OC)c(=O)c2c(C)c(C(=O)N(CC)CC)sc21 | -5% | 1% | 2%[46 µM] | -7% | -21% | -5% | -13%
17 | COc1cccc(-n2c(SCC(=O)N3CCCCC3)nc3c([nH]c4ccccc43)c2=O)c1 | 5% | 2% | 4%[46 µM] | -10% | -4%[10 µM] | . | 7%[9.22 µM]
18 | COc1ccc(C(CC(=O)O)NS(=O)(=O)c2ccc(C)cc2)cc1OC (stereo not drawn) | 6% | 1% | -8% | 9% | -6%[10 µM] | -4% | -8%
19 | COc1ccc2c(c1)c(C(=O)CNc1nc(C)cs1)c(C)n2C | ? | -1% | 0% | 4% | -12% | -2% | -8%
20 | Cc1ccc(/C=C/C(=O)NC(=S)N2CCN(c3ccc(F)cc3)CC2)cc1 | 3% | 10% | . | 0% | 23%[10 µM] | . | 13%[9.22 µM]
21 | CC1=NN(c2ccccc2)C(=O)C1C(=O)c1ccc(Cl)cc1 (stereo not drawn) | -3% | -5% | -10% | 8% | -122%[inhibitor] | 5% | ?
22 | c1ccc(-c2ccc(CN3C[C@@H]4C(c5ccccc5)C5(c6ccccc6)CC4(C5)[C@H]3c3ccccc3)cc2)cc1 (stereo partly drawn) | 1%&3% | -2%&3% | . | 9% | -38% | . | 11%[9.22 µM]
23 | CCOC(=O)N1CCN(C(=O)CSCC(=O)N=c2sc3ccccc3n2C)CC1 | 2% | -1% | 3% | 1% | -12% | 0% | 10%
24 | Clc1nnc2ccc(-c3ccccc3)nn12 | 8% | 1% | 9% | -11% | 1%[10 µM] | -1% | 0%
25 | Cc1ccc(NS(=O)(=O)c2ccc(C)c(NC(=O)COc3ccccc3)c2)c(C)c1 | -7% | -11% | ? | 3% | 10%[10 µM] | 1% | -14%
26 | COc1ccccc1C(=O)Nc1cccc(Oc2c(F)c(F)c(F)c(F)c2F)c1 | ? | -2% | . | 3% | 17%[10 µM] | . | 13%[9.22 µM]
27 | COc1ccccc1OCC(=O)Nc1nnc(-c2ccco2)s1 | -1% | -2% | -4% | -11% | -4% | 0% | 5%
28 | Cc1cc([N+](=O)[O-])nn1CC(=O)Nc1ccc(Cl)cn1 | 8% | 6% | ? | -13% | ? | 12% | 0%
29 | CCC(C)NC(=O)C1CCN(S(=O)(=O)N2CCCC2)CC1 (stereo not drawn) | 9% | -8% | -5% | 6% | 15% | -5% | -8%
30 | CCn1c(N)nc2c1c(=O)n(C)c(=O)n2C | 7% | -7% | -6% | -2% | -6% | -2% | -20%
31 | O=C(c1cnccn1)N(Cc1cccs1)C1(C(=O)NC2CCCCC2)CCCCC1 | 2% | 3% | 9% | -5% | 8%[10 µM] | -2% | 5%
32 | Cc1nn(C)cc1C(C(=O)NC1CCCCC1)N(C(=O)Cc1cccs1)c1ccc(Cl)cc1 (stereo not drawn) | 2% | -15% | -18% | -2% | 15%[10 µM] | 7% | 2%
33 | CCn1c(=O)cc(SCC(=O)NCCCN2CCN(c3ccc(F)cc3)CC2)c2ccccc21 | -3% | -3% | ? | 2% | ? | -1% | 10%
34 | O=C(Nc1nccs1)Oc1ccccc1 | -2% | 6% | -3% | 0% | -2%[10 µM] | -6% | 1%
35 | COc1ccc(CCN2CC(C(=O)NC3CCCCC3)CC2=O)cc1OC (stereo not drawn) | -22% | -3% | . | 2% | -24% | 0% | 3%
36 | CCn1c(SCC(=O)N2CCc3ccccc32)nnc1-c1ccco1 | 1% | 2% | 8% | 5% | -17% | 3% | 12%
37 | O=C(Nc1nnc(-c2ccccc2F)s1)C1CCCO1 (stereo not drawn) | 2% | 4% | -9% | 5% | -6%[1.9 µM] | -4% | -14%
38 | COc1ccc(OCCCCOc2ccccc2Cl)cc1 | ? | 3% | -9% | 2% | -9% | 7% | 4%
39 | C=CCC(NCCCO)c1cccc(OC)c1OC (stereo not drawn) | 6% | 8% | 3% | 8% | -14%[0.074 µM] | -7% | 4%
40 | COc1ccc(S(=O)(=O)N(CC(=O)Nc2ccc(S(=O)(=O)N3CCOCC3)cc2)Cc2ccc(F)cc2)cc1 | 1% | -9% | ? | -11% | -23%[10 µM] | ? | 8%
41 | COc1ccc(-n2ccsc2=S)cc1 | 1% | 3% | -8% | -13% | -24% | -5% | 10%
42 | N/C(=N\OC(=O)c1cc(Cl)ccc1Cl)c1cccnc1 | -1% | 2% | 7% | 16% | 2% | -10% | -12%
43 | COc1ccc2c(c1)c1nnc(SC)nc1n2C | 2% | -22% | ? | 1% | -5%[10 µM] | 0% | 0%
44 | CCOC(=O)c1ccc2nc(NC(=O)c3cccs3)sc2c1 | 4% | 2% | -7% | 1% | 8%[10 µM] | -5% | -22%
45 | Cc1ccc(C(NC(=O)C(C)C)c2cc([N+](=O)[O-])c3cccnc3c2O)cc1 (stereo not drawn) | ? | -9% | ? | 1% | -33%[10 µM] | 1% | 20µM*
46 | O=[N+]([O-])c1ccc2c(c1Nc1ccccc1)=NC1(CCCCC1)N=2 | -24% | -13% | 7%[0.0737 µM] | 6% | -21% | -4% | ?
47 | Cc1c(C(=O)O)oc2c3c(ccc12)OCCO3 | 1% | -3% | -2% | 2% | 6% | -1% | ?
48 | O=C(C1CCCO1)N1CCN(C(=S)Nc2ccccc2Cl)CC1 (stereo not drawn) | -2% | -1% | -16% | 0% | 24%[10 µM] | 3% | -9%
49 | O=C1CSC(=S)N1/N=C/c1ccc(Cl)c([N+](=O)[O-])c1 | ? | -4% | . | ? | 17%[10 µM] | -6%[15.4 µM] | 0%[9.22 µM]
50 | Oc1ccccc1C=NCCN=Cc1ccccc1O | 6% | 0% | . | -1% | 9%[10 µM] | . | 13%[9.22 µM]

# Among those listed so far, 3 contain a COOH group.
entry | smiles | CBFb-RUNX1 inh | aGlu spleen mod | Lamin A splicing | GAA glycogen | HTT cytoprotect | GAA inh | HTT aggregate
3 | O=C(O)CCCCCNC(=O)/C=C/c1ccco1 | 2% | -1% | 24%[46 µM] | -11% | -8%[10 µM] | 2% | -12%[9.22 µM]
18 | COc1ccc(C(CC(=O)O)NS(=O)(=O)c2ccc(C)cc2)cc1OC (stereo not drawn) | 6% | 1% | -8% | 9% | -6%[10 µM] | -4% | -8%
47 | Cc1c(C(=O)O)oc2c3c(ccc12)OCCO3 | 1% | -3% | -2% | 2% | 6% | -1% | ?

# Next structures.
entry | smiles | CBFb-RUNX1 inh | aGlu spleen mod | Lamin A splicing | GAA glycogen | HTT cytoprotect | GAA inh | HTT aggregate
51 | Cc1noc(C)c1COc1cccc(C(=O)NCCc2c[nH]c3ccccc23)c1 | -23% | 6% | ? | -1% | -69%[inhibitor] | -5% | -9%
52 | O=C1OCCN1C(=O)[C@H]1[C@H](c2ccc(F)cc2)C(c2ccccc2)=NN1c1ccc(Br)cc1 | ? | 7% | . | . | -121%[inhibitor][40.3 µM] | . | .
53 | O=c1[nH]c2cc3c(cc2cc1CN(Cc1nnnn1CC1CCCO1)C1CCCC1)OCO3 (stereo not drawn) | -20% | -10% | 8% | -9% | -28% | 0% | -27%
54 | O=C(NCc1ccccc1Cl)c1ccc2c(=O)n(CCCN3CCCC3=O)c(=S)[nH]c2c1 | -4% | -18% | 5% | -3% | 4% | -3% | 12%

# 3 compounds out of the list, arranged by number of heavy atoms, largest number first:
entry | smiles | CBFb-RUNX1 inh | aGlu spleen mod | Lamin A splicing | GAA glycogen | HTT cytoprotect | GAA inh | HTT aggregate
53 | O=c1[nH]c2cc3c(cc2cc1CN(Cc1nnnn1CC1CCCO1)C1CCCC1)OCO3 (stereo not drawn) | -20% | -10% | 8% | -9% | -28% | 0% | -27%
51 | Cc1noc(C)c1COc1cccc(C(=O)NCCc2c[nH]c3ccccc23)c1 | -23% | 6% | ? | -1% | -69%[inhibitor] | -5% | -9%
50 | Oc1ccccc1C=NCCN=Cc1ccccc1O | 6% | 0% | . | -1% | 9%[10 µM] | . | 13%[9.22 µM]
